VP16 counter – counter-screen for ROR gamma inhibitors: Gal4-VP16 reporter; Drosophila S2 Gal4-VP16 UAS-luciferase, luminescence, 20 h; Potency, µM (highest dose often 53.6 µM), for the others: at the highest dose activity, negative = inhibition, hits mostly inhibitors; 310,000 tested, 3.5% active; AID 2546;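 note: Gal4-VP16 expression switched on by copper sulfate through the metallothionein promoter; % is set by controls: 0 for no effect and ±100 for the full control effect; nearly all actives have a fitted effect of over 50% in size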
FLuc counter – inhibits or activates purified firefly luciferase, miR-21 counter-screen; AID 588342; Potency, µM (series often up to 57.5 µM), for inactives: top-dose activity change, negative = inhibition, hits mostly inhibitors; purified FLuc, Km substrates, luminescence inhibition; P08659; 360,000 tested, 6.9% active;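 note: plate controls were vehicle for no effect and reference inhibitor for full effect; nearly all actives have a fitted effect of over 55% in size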
Target sequence (P08659 whole entry, looked up): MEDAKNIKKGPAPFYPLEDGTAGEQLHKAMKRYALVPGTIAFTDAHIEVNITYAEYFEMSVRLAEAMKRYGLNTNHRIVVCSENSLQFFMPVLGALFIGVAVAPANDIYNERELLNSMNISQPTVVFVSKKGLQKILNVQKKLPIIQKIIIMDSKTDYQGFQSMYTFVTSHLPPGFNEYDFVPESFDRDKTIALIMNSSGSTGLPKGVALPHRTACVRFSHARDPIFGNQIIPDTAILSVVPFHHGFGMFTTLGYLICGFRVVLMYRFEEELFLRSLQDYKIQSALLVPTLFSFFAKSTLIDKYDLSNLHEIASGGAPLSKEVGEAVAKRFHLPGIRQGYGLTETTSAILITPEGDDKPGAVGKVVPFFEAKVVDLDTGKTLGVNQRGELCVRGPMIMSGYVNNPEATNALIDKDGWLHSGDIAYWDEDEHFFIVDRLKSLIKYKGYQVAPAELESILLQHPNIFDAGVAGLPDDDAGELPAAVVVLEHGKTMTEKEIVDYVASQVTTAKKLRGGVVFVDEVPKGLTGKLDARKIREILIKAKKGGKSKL
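Purified P. pyralis luciferase (10nM final) with 10uM D-luciferin and 10uM ATP (Km levels) in 50mM Tris acetate pH 7.5, 10mM Mg acetate, 0.01% Tween-20, 0.05% BSA; qHTS 6-point titration, ~60 µM downward; luminescence read.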
MBNL1-CUG inh – blocks human MBNL1 binding to CUG repeat RNA. Q9NR56. AID 2675. Potency, µM (doses to about 57.5 µM), without a hit: at the highest dose activity change, negative = inhibition, usual class: inhibitors. 280,000 tested, 0.036% active. TR-FRET MBNL1-His/biotin-(CUG)12 binding, 665/545 ratio; active = well fitted inhibition curve with a large enough effect in the signal ratio, with a control signal flat, not every such curve was filed as active; inconclusive = small, poorly fitted or top-dose-only effect, or effect the other way, or a change in a side signal; inactive = no such curve, though single readings can be large or run the other way; the % refers to the signal ratio; note: % is set by controls: 0 for no effect and ±100 for the full control effect
Target sequence (Q9NR56 whole entry, looked up): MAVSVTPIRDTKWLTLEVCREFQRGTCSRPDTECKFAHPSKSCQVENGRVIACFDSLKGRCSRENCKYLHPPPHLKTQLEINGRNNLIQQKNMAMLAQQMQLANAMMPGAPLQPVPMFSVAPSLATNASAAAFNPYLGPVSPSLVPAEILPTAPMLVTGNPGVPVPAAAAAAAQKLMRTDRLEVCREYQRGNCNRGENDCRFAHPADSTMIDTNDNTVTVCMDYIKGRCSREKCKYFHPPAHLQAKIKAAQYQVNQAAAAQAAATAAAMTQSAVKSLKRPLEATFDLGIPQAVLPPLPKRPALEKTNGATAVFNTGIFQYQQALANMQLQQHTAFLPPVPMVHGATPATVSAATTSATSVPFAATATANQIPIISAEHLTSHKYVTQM
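MBNL1-His + Biotin-(CUG)12, cpd titration 92 nM–58 uM; Tb anti-His Ab 0.055 ng/ul, SA-XL665 5 nM (final); 60 min RT; ratiometric 665/545 nm, Ex 340 nm; normalized to buffer and full-complex controls.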
BRCA1 expr up – BRCA1 expression activation | 380,000 tested, 1.1% active | Potency, µM (highest dose often 46.1 µM), without a hit: at the top dose activation, most hits filed as activators | AID 624202 | MCF7-BRCA1-FFLuc reporter, luminescence, 48 h; response scale: scaled: vehicle 0%, 10 µM genistein 100%; note: nearly all actives have a fitted effect of over 80% in size; some results filed as inactive show a strong effect at the top dose
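Compounds are tested at multiple concentrations on MCF7 BRCA1-luciferase reporter cells seeded at 2000 per well; after 48 h, a single luminescence end-point is taken and curves fitted to the normalized data.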
Rab9 prom act – activators of Rab9 promoter; 320,000 tested, 2.8% active; Potency, µM (highest dose often 9.22 µM), without a hit: at the highest dose activation, negative = inhibition, usual class: activators; Huh7 Rab9 promoter-luciferase reporter, luminescence, 24 h; note: % of control where 0% means no effect; nearly all actives have a fitted effect of over 60% in size
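Luminescence read-out: Huh7 cells stably expressing Rab9-luciferase, treated 24 h with compound at 37 °C, then lysed with luciferase reagent for 10 min at ambient before reading.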
RORgamma inh – blocks mouse ROR gamma transcriptional activity; AID 2551; P51450; Potency, µM (series often up to 53.6 µM), inactives show top-dose activity change, negative = inhibition, actives largely listed as inhibitors; Drosophila S2 Gal4-RORgamma UAS-luciferase reporter, 20 h; 310,000 tested, 5.4% active; note: % is set by controls: 0 for no effect and ±100 for the full control effect; nearly all actives have a fitted effect of over 60% in size
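Read-out: Photinus luciferase luminescence; inhibitors lower reporter signal. Insect Schneider cells with Gal4-ROR gamma fusion under metallothionein promoter, UAS reporter; 700 uM final copper sulfate induction, 20 hr, ambient temperature.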
MLL CXXC-DNA inh – blocks binding of human MLL CXXC domain to DNA; Q03164; MLL-CXXC / FITC-HOXA9 DNA fluorescence polarization; Potency, µM (titrated, usually from 115 µM), for inactives: at the top dose activity change, negative = inhibition, hits mostly inhibitors; 290,000 tested, 0.037% active; AID 2662; active = well fitted inhibition curve with a large enough effect in the polarisation, with a control signal flat, not every such curve was filed as active; inconclusive = small, poorly fitted or top-dose-only effect, or effect the other way, or a change in a side signal; inactive = no such curve, though single readings can be large or run the other way; the % refers to the polarisation
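Purified MLL-CXXC (added from a 7 uM solution) was preincubated 5 min at ambient with pinned compounds in 50 mM Tris-HCl pH 7.5, 50 mM NaCl, 1 mM DTT, 0.05% BSA. Fluorescein-labeled HOX-A9 DNA (50 nM solution) followed, 30 min, then polarization read.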
uPA surface inh – blocks generation of uPA at the cell surface; cell surface uPA generation assay, qHTS; 330,000 tested, 0.31% active; Potency, µM (doses to about 38.3 µM), for inactives: top-dose activity change, negative = inhibition, hits mostly inhibitors; active = well fitted inhibition curve with a large enough effect; inconclusive = small, poorly fitted or top-dose-only effect; inactive = no such curve, though single readings can be large or run the other way; tested in mouse RAW 264.7 cells; note: % is set by controls: 0 for no effect and ±100 for the full control effect; nearly all actives have a fitted effect of over 55% in size
p53 reactivator – re-activators of mutant p53. H1299 p53-A138V BP100-luciferase reporter, luminescence, 24 h. Potency, µM (doses to about 92.2 µM), for the others: at the highest dose activity change, positive = activation, usual class: activators. 320,000 tested, 0.063% active. AID 504706; note: % of control where 0% means no effect; nearly all actives have a fitted effect of over 45% in size
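H1299 (p53-null), stable ts p53-A138V + BP100-Luc; 1000 cells/well, Opti-MEM/10% FBS; cpd 4 pt, 1:5; 24 h, 37 deg C, 5% CO2; detection reagent 10 min RT; luminescence.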
ELG1 genotox – inducers of genotoxicity in HEK293T ELG1-luciferase cells; HEK293T ELG1-luciferase reporter, luminescence, 16 h; Potency, µM (doses to about 46 µM), without a hit: top-dose activity change, positive = activation, actives largely listed as activators; 330,000 tested, 1.3% active; AID 504466; note: % of control where 0% means no effect; nearly all actives have a fitted effect of over 60% in size
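Cells (2,000/well) expressing the ELG1-luciferase fusion are dosed by pin tool and kept 16 hr at 37 °C, 5% CO2. Signal comes from ONE-Glo luciferase reagent after 30 min at room temperature.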
NPC1 promoter act – activates the NPC1 promoter | Huh7 NPC1 promoter luciferase reporter, 24 h | Potency, µM (doses to about 9.22 µM), without a hit: at the highest dose activation, usual class: activators | 320,000 tested, 2.4% active | AID 485313;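 note: % of control where 0% means no effect; nearly all actives have a fitted effect of over 60% in size; reporter is driven by a mutant NPC1 promoter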
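Luciferase expression driven by the NPC1 promoter was measured in stably transfected Huh7 cells after a 24 h compound incubation, using a luciferase reagent and a luminescence read.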
Active calls of the source: *; ? = inconclusive; . = not tested or not shown; [ ] = remark or other dose. Unless noted, calls come from the whole dose curve; as a rule, active = well fitted curve in the direction sought with a large enough effect; inconclusive = small, poorly fitted or top-dose-only effect, or another doubt; inactive = no such curve, though single readings can be large; an effect the other way counts as inactive or inconclusive. Potency is the fitted concentration of half-maximal effect.

(1) C[C@@]12CCC=C[C@H]1[C@H](c1ccoc1)N(Cc1ccccc1)C2=O
(2) CC(C)C(=O)Nc1cccc2nsnc12
(3) O=C(NC1CCNCC1)C1CC1
(4) Cc1ccc2c(c1)C(=O)C(=O)N2CCCOc1ccccc1
(5) CCC(c1nnc(SC(C)C(=O)NC2CC2)n1-c1ccc(OC)cc1)N(C)C (stereo not given)
(6) Cc1ccc(C(=O)ON=C2CCN(c3ccc([N+](=O)[O-])cc3)CC2)cc1
(7) CCCCc1ccc(-c2c(C#N)c(N)nc3c2CCCC3)s1
(8) O=C(Nc1cccc(S(=O)(=O)N2CCCC2)c1)c1cc(=O)[nH]c2ccccc12
assay / compound	1	2	3	4	5	6	7	8
VP16 counter	-6%	-18%	-5%	3%	.	-5%	3%	.
FLuc counter	-4%	1%	-2%	?	-2%	11µM*	4%	.
MBNL1-CUG inh	-7%	?	10%	?	.	?	3%	.
BRCA1 expr up	11%	17%	-15%	69%	1%	3%	-19%	0%
Rab9 prom act	-2%	-10%	-1%	2%	1%	6%	4%	-3%
RORgamma inh	-11%	-24%	-9%	24%	.	23%	4%	.
MLL CXXC-DNA inh	12%	2%	-4%	-3%	.	24%	5%	.
uPA surface inh	?	-8%	?	-10%	-2%	1%	7%	-10%
p53 reactivator	-10%	?	2%	1%	-9%	-2%	-4%	-2%
ELG1 genotox	4%	-9%	1%	1%	2%	-1%	1%	0%
NPC1 promoter act	-1%	5%	-1%	0%	-2%	0%	-6%	1%

(9) CCn1c(C(O)c2ccc(C)cc2)nc2ccccc21 (stereo not given)
(10) COc1ccccc1COC(=O)N/C=C/c1ccco1
(11) O=C(O)c1cc(S(=O)(=O)N2CCOCC2)c[nH]1
(12) COc1ccc(-n2c(C)c(C)c3c(N)ncnc32)cc1
(13) CCCOc1ccc(/C=N/Nc2ccccc2[N+](=O)[O-])c(O)c1
(14) CSCC[C@H](Nc1ncnc2sc(C)c(C)c12)C(=O)O
(15) Cc1ccccc1NC(=O)CN1CCN(Cc2ccccc2)CC1
(16) CCCCSc1ncnc2[nH]ncc12
assay / compound	9	10	11	12	13	14	15	16
VP16 counter	-5%	-5%	.	-10%	?	9%	0%	-4%
FLuc counter	-17%	15µM*	-2%	-4%	0.11µM*	2%	8%	-9%
MBNL1-CUG inh	-15%	-3%	.	-2%	-8%	-9%	-14%	.
BRCA1 expr up	-24%	75%	-18%	13%	-9%	2%	-6%	84%
Rab9 prom act	2%	?	1%	14%	?	-2%	0%	14%
RORgamma inh	?	-4%	.	-12%	7.1µM*	-9%	-13%	-28%
MLL CXXC-DNA inh	-7%	51%[activator]	.	11%	4%	-12%	1%	3%
uPA surface inh	-2%	3%	5%	-1%	0%	9%	-5%	-4%
p53 reactivator	-3%	3%	9%	-8%	.	-1%	3%	-1%
ELG1 genotox	-3%	10%	4%	-16%	?	1%	-1%	3%
NPC1 promoter act	-4%	?	-2%	13%	?	4%	-2%	10%

(17) CCCCCCC1CC(CC(=O)Nc2ccc([N+](=O)[O-])cc2)C(=O)O1 (stereo not given)
(18) Cc1cccc(C)c1NC(=O)C(c1cccc([N+](=O)[O-])c1)N(C)C(=O)c1ccccn1 (stereo not given)
(19) Cc1ccc(C)c(S(=O)(=O)N(C(=O)c2ccncc2)c2ccc(OC(=O)c3ccncc3)cc2)c1
(20) COc1ccccc1NC(=S)N(Cc1ccco1)Cc1cc2cccc(C)c2[nH]c1=O
(21) COCCNC(=O)CCCCCn1c(=S)[nH]c2ccccc2c1=O
(22) CC(C(=O)NCCN1C(=O)S/C(=C\c2cccnc2)C1=O)N1C(=O)c2ccccc2C1=O (stereo not given)
(23) CCSC1=C(C#N)C(c2cccc(Br)c2)CC(=O)N1 (stereo not given)
(24) CCCn1c2ccccc2c2nnc(SC(CC)C(=O)Nc3cc(C)on3)nc21 (stereo not given)
assay / compound	17	18	19	20	21	22	23	24
VP16 counter	?	-4%	-7%	-8%	-2%	9%	?	-5%
FLuc counter	0%	1%	-3%	-1%	4%	3%	-5%	0%
MBNL1-CUG inh	22%	?	-14%	.	-11%	.	2%	96%[activator]
BRCA1 expr up	-25%	-15%	-15%	-53%	1%[1.84 µM]	4%	0%	-43%
Rab9 prom act	1%	-1%	-2%	-4%	-1%	-3%	-22%	-6%
RORgamma inh	?	-6%	?	18%	-33%	-11%	?	-3%
MLL CXXC-DNA inh	-2%	17%	12%	7%	2%	-3%	3%	-4%
uPA surface inh	3%	-4%	-8%	-2%	2%	-3%	5%	-11%
p53 reactivator	4%	-8%	-1%	-4%	3%	-6%	-12%	-2%
ELG1 genotox	-8%	-2%	-9%	-7%	5%	-3%	-6%	-1%
NPC1 promoter act	-2%	0%	-4%	-5%	2%	-1%	3%	-5%

From compound 23 up to 24, as listed above:
(23) CCSC1=C(C#N)C(c2cccc(Br)c2)CC(=O)N1 (stereo not given)
(24) CCCn1c2ccccc2c2nnc(SC(CC)C(=O)Nc3cc(C)on3)nc21 (stereo not given)
assay / compound	23	24
VP16 counter	?	-5%
FLuc counter	-5%	0%
MBNL1-CUG inh	2%	96%[activator]
BRCA1 expr up	0%	-43%
Rab9 prom act	-22%	-6%
RORgamma inh	?	-3%
MLL CXXC-DNA inh	3%	-4%
uPA surface inh	5%	-11%
p53 reactivator	-12%	-2%
ELG1 genotox	-6%	-1%
NPC1 promoter act	3%	-5%

Continued.
(25) Cc1ccc(NC(=O)N2CCC(C(=O)NCc3ccccc3)CC2)cc1
(26) O=C(NC1CCCCC1)C1CCCN(c2nnnn2-c2ccccc2)C1 (stereo not given)
(27) CCn1c(Cc2c(C)[nH]c3ccccc23)nnc1SCC(N)=O
(28) CC(Oc1ccc(Cl)cc1Cl)C(=O)Nc1ccc(N2CCN(C)CC2)cc1 (stereo not given)
(29) O=C(C(=O)N1CCN(Cc2ccc3c(c2)OCO3)CC1)c1c[nH]c2ccccc12
(30) Cc1noc(C)c1S(=O)(=O)N1CCC(C(=O)NC2CCCc3ccccc32)CC1 (stereo not given)
(31) COc1ccc(S(=O)(=O)Nc2ccccc2OC)cc1NC(=O)CC1CC2CCC1C2 (stereo not given)
(32) CN(C(=O)c1ccccc1NC(=O)C(F)(F)F)c1ccccc1
assay / compound	25	26	27	28	29	30	31	32
VP16 counter	-7%	-2%	-4%	-8%	0%	6%	-5%	-9%
FLuc counter	0%	0%	-1%	-6%	0%	0%	2%	2%
MBNL1-CUG inh	-3%	-10%	-9%	7%	-1%	-9%	.	-4%
BRCA1 expr up	16%	-14%	0%	-49%	-9%	0%	-56%	3%
Rab9 prom act	1%	-2%	-2%	-9%	0%	-1%	1%	-2%
RORgamma inh	14%	-6%	-3%	8%	?	-10%	-3%	21%
MLL CXXC-DNA inh	-9%	-6%	4%	18%	-1%	11%	3%	-2%
uPA surface inh	.	.	3%	-1%	5%	0%	-10%	.
p53 reactivator	-1%	5%	-7%	-2%	-4%	-1%	2%	-1%
ELG1 genotox	1%	0%	-1%	-14%	0%[9.26 µM]	3%	-4%	2%
NPC1 promoter act	0%	-1%	-1%	-4%	-3%	-2%	-2%	4%

(33) COc1ccccc1N1CCN(C(=O)COc2ccc(S(=O)(=O)NC(C)C)cc2)CC1
(34) O=C(C[n+]1ccccc1)c1ccc(NC(=O)c2ccccc2)cc1
(35) CC(=O)Oc1ccc2ccc(=O)oc2c1
(36) Cc1ccc(CC(CC(=O)Nc2cccc(C(F)(F)F)c2)C(=O)O)cc1 (stereo not given)
(37) CCN1c2ccccc2S(=O)(=O)c2ccccc21
(38) O=C(CCl)Nc1ccc(N=Nc2ccccc2)cc1
assay / compound	33	34	35	36	37	38
VP16 counter	1%	-4%	20%	-1%	-8%	?
FLuc counter	0%	4%	-1%	?	-2%	6µM*
MBNL1-CUG inh	-2%	6%	30%	-13%	1%	.
BRCA1 expr up	6%	9%	6%	-2%	-9%	-38%
Rab9 prom act	-13%	0%	0%	-1%	-1%	27%
RORgamma inh	26%	-10%	-5%	34%	17%	?
MLL CXXC-DNA inh	?	0%	11%	-2%	6%	14%
uPA surface inh	-1%	1%	1%	-5%	1%	14µM*
p53 reactivator	3%	-3%	-1%	-4%	-4%	?
ELG1 genotox	-12%	0%	1%	1%	-2%	-17%
NPC1 promoter act	-3%	0%	1%	-9%	-6%	21%

Entries listed so far printed as active in uPA surface inh:
entry | SMILES | Rab9 prom act | MLL CXXC-DNA inh | uPA surface inh | p53 reactivator | NPC1 promoter act
38 | O=C(CCl)Nc1ccc(N=Nc2ccccc2)cc1 | 27% | 14% | 14µM* | ? | 21%

Screens from PubChem BioAssay.

This is a subset; the hit share may differ from the screen's.
